High-throughput results from PubChem.
BAZ2B inh: qHTS Assay for Inhibitors of BAZ2B | Bromodomain adjacent to zinc finger domain protein 2B (Homo sapiens), Q9UIF8 | hit rate 4.4% among 360,000 | Potency, µM (top dose mostly 114 µM), without a hit: at the top dose activity change, negative = inhibition, usual class: inhibitors | AlphaScreen BAZ2B-H3K14Ac peptide displacement | AID 504333, 2011; further: on the % scale 0 is the no-effect control and ±100 the full control effect; nearly all actives have a fitted effect of over 60% in size
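AlphaScreen displacement of biotin-H3(5-23)K14Ac peptide (50 nM final) from BAZ2B (50 nM final) in PBS pH 7.4, 0.01% Tween-20; complex preformed 30 min RT, then compounds (top 110 uM) 30 min RT, beads 20 min dark.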
HP1b chromo inh: HTS for Inhibitors of HP1-beta Chromodomain Interactions with Methylated Histone Tails. Chromobox protein homolog 1 (Homo sapiens), P83916. AlphaScreen HP1-beta / biotin-H3K9me3 peptide binding. Potency, µM (doses to about 114 µM), without a hit: at the highest dose activity change, negative = inhibition, most hits filed as inhibitors. hit rate 0.56% among 390,000. AID 540317, 2011; further: nearly all actives have a fitted effect of over 70% in size; inactives centre near 23
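HP1-beta protein (50 nM final) preincubated 30 min at room temperature with biotinylated H3(1-18)K9me3 peptide (50 nM) in PBS pH 7.4, 0.01% Tween-20, then compound added for 30 min. AlphaScreen streptavidin donor/nickel chelate acceptor beads (10 ug/mL final), 30 min dark, luminescence read.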
Pin1 inh: qHTS Assay to Find Inhibitors of Pin1 | Potency, µM (doses to about 115 µM), for the others: at the top dose activity, negative = inhibition, most hits filed as inhibitors | Pin1 FP peptide displacement, HiFluor488, 10 min | Peptidyl-prolyl cis-trans isomerase NIMA-interacting 1 (Homo sapiens), Q13526 | hit rate 0.009% among 390,000; active means well fitted inhibition curve with a large enough effect in the polarisation, with a control signal flat, not every such curve was filed as active; inconclusive means small, poorly fitted or top-dose-only effect, or effect the other way, or a change in a side signal; inactive means no such curve, though single readings can be large or run the other way; the % refers to the polarisation; further: on the % scale 0 is the no-effect control and ±100 the full control effect
PGK inhibitor: qHTS Assay to Find Inhibitors of Phosphoglycerate Kinase. Phosphoglycerate kinase, glycosomal (Trypanosoma brucei brucei), P07378. PGK/GAPDH coupled, Kinase-Glo luminescence, 60 min. Potency, µM (top dose mostly 57.5 µM), without a hit: top-dose activity change, negative = inhibition, hits mostly inhibitors. hit rate 0.043% among 380,000; further: on the % scale 0 is the no-effect control and ±100 the full control effect; nearly all actives have a fitted effect of over 60% in size
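Luminescent ATP detection (Kinase-Glo Plus) follows a 60-minute room-temperature incubation, with wells lacking PGK as controls. Buffer: 100 mM TEA (pH 7.6), 5 mM MgCl2, 0.01% Tween-20. Coupling enzyme GAPDH (100 nM final) supplies unstable 1,3-BPG in-well.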
G9a inh: qHTS Assay for Inhibitors of Histone Lysine Methyltransferase G9a; Potency, µM (top dose mostly 102 µM), for the others: at the highest dose activity, negative = inhibition, most hits filed as inhibitors; AID 504332, 2011; Histone-lysine N-methyltransferase EHMT2 (Homo sapiens), Q96KQ7; G9a H3K9 monomethylation, AlphaScreen, 2 h; hit rate 8.8% among 350,000; further: on the % scale 0 is the no-effect control and ±100 the full control effect; nearly all actives have a fitted effect of over 75% in size
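G9a (20 nM) was preincubated 15 min with compound, then reacted 2 h at room temperature with 500 nM biotin-H3K9 peptide and 20 µM SAM. Monomethyl-H3K9 detected by AlphaScreen using anti-H3K9me1 antibody.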
POLI inh: qHTS for Inhibitors of Polymerase Iota; Pol iota fluorescent replication assay, 10 min; hit rate 1% among 390,000; AID 588590, 2011; DNA polymerase iota (Homo sapiens), Q9UNA4; Potency, µM (titrated, usually from 115 µM), for inactives: top-dose activity, negative = inhibition, most hits filed as inhibitors
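Pol iota at 10 nM preincubated 15 min with compounds at room temperature; reaction started with fluorescent substrate, 50 nM final. Fluorescence read kinetically at 0 and 10 min; buffer-only wells as negative control.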
BLM helicase inh: qHTS Assay for Inhibitors of Bloom's syndrome helicase (BLM); recombinant BLM DNA unwinding, fluorescence dequenching; Potency, µM (titrated, usually from 56.1 µM), for inactives: at the highest dose activity change, negative = inhibition, usual class: inhibitors; hit rate 0.2% among 350,000; AID 2528, 2010;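 further: plate controls were vehicle for no effect and no enzyme for full effect; nearly all actives have a fitted effect of over 35% in size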
GLS inh: qHTS for Inhibitors of Glutaminase (GLS). Potency, µM (highest dose often 45.5 µM), for inactives: at the highest dose activity change, negative = inhibition, actives largely listed as inhibitors. Glutaminase kidney isoform, mitochondrial (Homo sapiens), O94925. GLS enzymatic activity, qHTS titration. hit rate 0.21% among 410,000; further: on the % scale 0 is the no-effect control and ±100 the full control effect
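Enzyme dispensed in phosphate buffer (45 mM, pH 8.2, 0.02% Tween-20), compounds pinned in, then 1 mM L-glutamine solution and the glutamate oxidase–HRP–Amplex Red mix added; fluorescence read immediately and again after 30 min at room temperature.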
JMJD2A Tudor inh: qHTS Assay for Inhibitors of JMJD2A-Tudor Domain; Lysine-specific demethylase 4A (Homo sapiens), O75164; AlphaScreen JMJD2A-Tudor / H3K4me3 peptide binding; Potency, µM (titrated, usually from 114 µM), for inactives: at the highest dose activity change, negative = inhibition, most hits filed as inhibitors; hit rate 4.4% among 390,000; further: on the % scale 0 is the no-effect control and ±100 the full control effect; nearly all actives have a fitted effect of over 50% in size
Target sequence (O75164 whole entry, looked up, the tested form may be a part): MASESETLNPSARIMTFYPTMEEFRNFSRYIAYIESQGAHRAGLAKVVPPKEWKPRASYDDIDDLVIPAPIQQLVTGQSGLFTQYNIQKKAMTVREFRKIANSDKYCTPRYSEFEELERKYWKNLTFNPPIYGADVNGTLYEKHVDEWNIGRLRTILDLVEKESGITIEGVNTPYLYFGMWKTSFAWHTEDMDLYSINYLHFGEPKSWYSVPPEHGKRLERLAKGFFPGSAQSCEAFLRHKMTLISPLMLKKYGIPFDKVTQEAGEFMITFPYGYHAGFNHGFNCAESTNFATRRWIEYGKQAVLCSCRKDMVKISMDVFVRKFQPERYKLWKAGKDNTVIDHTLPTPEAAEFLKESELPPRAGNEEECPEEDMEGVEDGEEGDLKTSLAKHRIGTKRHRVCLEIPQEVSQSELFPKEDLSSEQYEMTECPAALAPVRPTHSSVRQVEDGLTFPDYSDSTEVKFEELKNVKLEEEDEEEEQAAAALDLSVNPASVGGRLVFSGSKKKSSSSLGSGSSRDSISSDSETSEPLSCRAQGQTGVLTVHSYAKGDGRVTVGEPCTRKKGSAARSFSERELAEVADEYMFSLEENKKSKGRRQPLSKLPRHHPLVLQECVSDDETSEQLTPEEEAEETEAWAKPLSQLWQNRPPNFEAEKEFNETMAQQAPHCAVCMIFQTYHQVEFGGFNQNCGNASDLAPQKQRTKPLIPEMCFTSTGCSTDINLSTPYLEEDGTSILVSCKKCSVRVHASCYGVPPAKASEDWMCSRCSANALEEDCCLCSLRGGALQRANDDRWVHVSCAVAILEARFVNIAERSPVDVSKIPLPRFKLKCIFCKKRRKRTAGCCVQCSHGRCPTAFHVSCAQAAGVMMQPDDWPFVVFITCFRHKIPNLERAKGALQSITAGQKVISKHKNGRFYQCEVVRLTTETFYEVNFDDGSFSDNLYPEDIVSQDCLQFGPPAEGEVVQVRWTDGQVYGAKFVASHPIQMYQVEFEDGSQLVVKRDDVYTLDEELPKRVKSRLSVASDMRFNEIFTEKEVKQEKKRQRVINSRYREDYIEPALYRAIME
* = called active by the depositor; i = inactive; ? = inconclusive; . = no result given; & = joins results of further samples; [ ] = another dose, or the depositor's remark. Unless noted, the call rests on the fitted dose curve; in most records, active means well fitted curve in the direction sought with a large enough effect; inconclusive means small, poorly fitted or top-dose-only effect, or another doubt; inactive means no such curve, though single readings can be large; an effect the other way counts as inactive or inconclusive. Potency means the concentration at half of the fitted maximal effect.

The first 2 compounds, ahead of the listing:
GLS inh	HP1b chromo inh	BLM helicase inh	Pin1 inh	JMJD2A Tudor inh	G9a inh	BAZ2B inh	POLI inh	PGK inhibitor	molecule
9%	-4%	-5%	-4%	-17%	-6%[59 µM]	1%	27%	-6%	COc1ccccc1CNC(=O)c1ccc2c(c1)N(Cc1cc(C)ccc1C)C(=O)c1ccccc1S2
9%	105%	-5%	1%	31%	-4%[0.501 µM]	22%	16%	1%	COc1ccccc1NC(=O)c1csc2c1CCCC2

This part in full (from the top)
GLS inh	HP1b chromo inh	BLM helicase inh	Pin1 inh	JMJD2A Tudor inh	G9a inh	BAZ2B inh	POLI inh	PGK inhibitor	molecule
9%	-4%	-5%	-4%	-17%	-6%[59 µM]	1%	27%	-6%	COc1ccccc1CNC(=O)c1ccc2c(c1)N(Cc1cc(C)ccc1C)C(=O)c1ccccc1S2
9%	105%	-5%	1%	31%	-4%[0.501 µM]	22%	16%	1%	COc1ccccc1NC(=O)c1csc2c1CCCC2
1%	30%	-1%	6%	-13%	45µM*	-4%	24%	3%	Cc1ccc(N2CC(C(=O)Nc3nnc(SCc4ccccn4)s3)CC2=O)cc1 (stereo unspecified)
-6%	-1%	-25%	22%	56µM*	?	50µM*	28µM*	-8%	O=C(c1ccco1)N(CCC(c1ccccc1)c1ccco1)Cc1ccccc1 (stereo unspecified)
-6%&-7%	72%&120%[activator]	-16%&-11%	-4%&-1%	28%&63%	94%[activator]	41%&87%[activator]	7%&6%	-4%	Cc1ccccc1COC(=O)c1nn(-c2ccccc2)nc1N
-1%	11%	-2%	-11%	-14%	-5%[59 µM]	0%	13%	0%	CCc1ccc2oc(C(=O)Nc3cc(Cl)ccc3OC)cc(=O)c2c1
2%	28%	-6%	0%	1%	-1%[2.33 µM]	17%	?	i	CC(=O)/C=C/c1ccccc1Oc1c(F)c(F)nc(F)c1F
1%	40%[activator]	-4%	4%	-4%	-35%	-9%	109%[activator]	-4%	c1ccc(CCNc2nc(-c3ccncc3)cs2)cc1
19%	-23%	1%	2%	?	?	?	12%	-9%	CC(C)n1c(NCc2ccc(N(C)C)cc2)nc2ccccc21
19%	32%	2%	-3%	-4%	14%	-18%	5%	0%	O=C1CCCc2nn(-c3ccccc3)c(-c3ccncc3)c21
7%	27%	0%	6%	-7%	-39%	?	?	-1%	O=C(Cn1c(=O)sc2ccccc21)Nc1nc2c(s1)CCCC2
-6%	22%	-18%	27%	-33%	?	-34%	33%[activator]	6%	CCOc1cc(/C=C(\C#N)c2[nH]nc(N)c2C#N)ccc1O
-2%	49%[activator]	2%	-12%	0%	-29%[12.7 µM]	-2%	4%	4%	COc1ccc(/C(O)=C2\C(=O)C(=O)N(c3cc(C)on3)C2c2ccccc2OC)cc1 (stereo unspecified)
6%	19%	-1%	3%	-32%	?	0%	43%[activator]	-6%	CS(=O)(=O)NN1C(=O)c2ccccc2NC1c1c[nH]c2ccccc12 (stereo unspecified)
-9%	9%	-4%	-4%	-29%	-13%	-5%	38%[activator]	-4%	CCCCOc1cccc(C(=O)N(Cc2ccco2)C2CCS(=O)(=O)C2)c1 (stereo unspecified)
-1%	37%	-2%	-10%	6%	4%[2.33 µM]	-3%	?	-7%	O=C(NC1CCCCC1)N(Cc1ccc(F)cc1)Cc1nc2ccccc2c(=O)[nH]1
5%	34%	0%	-6%	-10%	16%	1%	18%	-1%	Cc1nc(SCc2ccc(Cl)c(Cl)c2)n[nH]1
-9%	-13%	.	14%	-12%	.	.	105%[activator]	-9%	O=C(CCN=C1NS(=O)(=O)c2ccccc21)NCc1ccccc1F
13%	19%	2%	-5%	?	4%[59 µM]	3%	5%	i	CC(=O)N1CCC(=NNC(=O)c2cccs2)CC1
2%	-2%[57 µM]	.	4%	-52%	.	.	-10%	i	O=[N+]([O-])c1ccc2[nH]c(=S)[nH]c2c1
-1%	25%	.	2%	-7%	8.9µM*	-5%	24%	-5%	CC(C(=O)Nc1ccc(Br)cc1)N(C)CC(=O)NCc1ccco1 (stereo unspecified)
2%	7%	-8%	9%	-20%	-20%[59 µM]	-32%	-1%	-8%	COC(=O)c1ccc(C2NC(=S)N(c3ccccc3)C(C)=C2C(=O)Nc2ccccc2OC)cc1 (stereo unspecified)
-19%	22%	-2%	20%	-20%	.	-24%	13%	-9%	COc1cccc(Cn2cccc(NC(=O)Nc3ccc(C#N)cc3)c2=O)c1
-4%	38%[activator]	-8%	5%	-4%	.	9%	-18%	-3%	C[Si](C)(C)n1ccnc1
-1%	-16%	0%	2%	-7%	2%[59 µM]	9%	0%	-9%	O=C(/C=C/c1ccc([N+](=O)[O-])cc1)N1CCN(c2ccccc2F)CC1
2%	13%	-8%	-1%	-12%	40µM*	0%	65%[activator]	-9%	O=C(NCc1ccco1)/C(=C/c1ccco1)NC(=O)c1ccco1
-2%	60%[activator]	-7%	8%	-11%	35%[59 µM]	3%	9%	-1%	CCCn1c(NC(=O)c2ccc(Cl)c(S(=O)(=O)N3CCCC3)c2)nc2ccccc21
-1%	4%	0%	-2%	25µM*	35µM*	-2%	12%	1%	C[n+]1cnn2c1SCC1(COC1)C2
2%	52%[activator]	.	-5%	6%	?	10%	5%	-4%	COc1cc(OC)cc(C(=O)NNC(=O)CCc2nc3ccccc3c(=O)[nH]2)c1
8%	54%[activator]	-7%	-4%	-3%	?	-7%	10%	-4%	O=S(=O)(N/N=C\c1ccc2c(c1)OCO2)c1ccc(F)cc1
-10%	46%[activator]	-4%	-8%	10%	-20%[59 µM]	6%	-18%	-10%	COc1ccccc1OCCCCn1c(-c2ccc(Cl)cc2)nc2ccccc2c1=O
12%	59%[activator]	-3%	4%	-17%	.	-9%	-2%	-8%	CC(=O)C1=C(O)C(=O)N(c2cccc(Br)c2)C1c1ccccc1Cl (stereo unspecified)
2%	11%	-4%	0%	-5%	-6%	5%	?	-3%	COCCn1c(SCC(=O)NCc2ccc3c(c2)OCO3)nnc1-c1c[nH]c2ccccc12
10%	11%[57 µM]	0%	-14%	-12%	6%[59 µM]	-6%	-9%	-6%	COc1ccccc1CNC(=O)CSC1=Nc2ccccc2N=C(c2ccc(F)cc2)C1
13%	8%	-1%	3%	-17%	19%[59 µM]	-12%	42%[activator]	-7%	CCOc1ccc(S(=O)(=O)N2CCN(C(=O)c3cccn3C)CC2)cc1
-2%	21%	.	9%	-35%	?	-8%	15%	-1%	CC(C)CCN(C(=O)C1CCCC1)c1c(N)n(Cc2ccccc2)c(=O)[nH]c1=O
2%	11%	2%	3%	-14%	-51%[12.7 µM]	-5%	46%[activator]	-6%	COC(/C=C/Nc1ccc(C)cc1)=C(C#N)C#N
7%	22%	3%	10%	-5%	0%[12.7 µM]	7%	0%	4%	O=C(CCNS(=O)(=O)c1cccs1)N1CCCCCC1
-2%	38%	.	0%	-2%	.	.	9%	-5%	O=C(Cc1cccc(NC(=O)C2CCN(C(=O)C3CCC3)CC2)c1)Nc1cccc(C(=O)N2CCOCC2)c1
-8%	59%[activator]	-4%	-6%	42%[activator]	49%[59 µM]	34%	30%[activator]	-1%	CCCCOC(=O)Nc1cccc(Cl)c1C
-1%	45%[activator]	-1%	-2%	-15%	-8%[59 µM]	-6%	?	i	CCN(CC)C(=O)CCSc1nnc(-c2ccncc2)o1
22%	34%	.	-12%	-10%	.	.	12%	2%	Cc1cccc(Nc2nnc(SCC(=O)NCC3CCCO3)s2)c1C (stereo unspecified)
-17%	35%	-1%	-4%	-2%	?	-23%	-7%	-14%	CCc1ccccc1N1C(=O)CC(N2CCc3ccccc32)C1=O (stereo unspecified)
0%	41%[activator]	.	5%	-19%	.	.	12%	-7%	CN(Cc1ccccc1)C(=O)c1[nH]cnc1C(=O)NC1CCN(C(=O)OC(C)(C)C)CC1
2%	20%	-1%	-3%	-11%	0%[59 µM]	-32%	10%	-4%	COc1ccc2sc(N(Cc3cccnc3)C(=O)c3ccco3)nc2c1
-1%	51%[activator]	.	-1%	-4%	.	.	4%	1%	Cc1noc(C)c1NC(=O)Nc1ccc2c(c1)C(=O)N([C@H](C)CO)C[C@H](C)[C@@H](CN(C)C(=O)Nc1ccccc1)O2
-2%	59%	-11%	?	7%	35%[59 µM]	6%	7%	-3%	CC(C)(C)C1CCC(C(=O)Nc2ccccc2)CC1 (stereo unspecified)
10%	14%	0%	-6%	-27%	5%	6%	14%	-5%	O=C(CCN1C(=O)c2ccccc2S1(=O)=O)N1CCN(c2ccccc2)CC1
5%	28%	.	4%	-2%	-14%[59 µM]	10%	-16%	9%	N#Cc1cccc(NS(=O)(=O)c2ccccc2Cl)c1
-5%	-25%	1%	-5%	-3%	1%[59 µM]	4%	10%	-9%	COC(=O)c1cc(Br)ccc1NC(=O)CCNC(=O)c1ccco1
1%	28%	-1%	-2%	-4%	6%[59 µM]	-11%	9%	-1%	CCC(Sc1nnc(-c2ccc(OC)cc2)c(-c2ccc(OC)cc2)n1)C(=O)NC1CCCCC1 (stereo unspecified)
2%	10%	-4%	-9%	-1%	.	6%	144%[activator]	3%	Cc1cccc(NC(=O)c2cnn(-c3ccccc3)c2C)c1C
1%	124%[activator]	.	0%	74%[activator]	.	.	26%	-1%	CCCCCCCCN1[C@@H](CC(=O)OCC)c2cc(C(F)(F)F)ccc2S1(=O)=O

An excerpt (hit frequency here may not be typical).
